Compound activity: PubChem, several laboratories
KCC2 mod: KCC2 cotransporter modulators, thallium flux, primary screen, cell-based, HEK293 KCC2, FluoZin-2 fluorescence, MLSMR; KCC2 cells, thallium flux FluoZin-2 fluorescence; B-score of Tl+ flux slope (higher = more flux/activation; lower = inhibition) at 10 µM; actives 2.2% (n = 190,000); AID 1456, 2008;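 active = thallium flux slope and its plate-corrected score both differing from the plate sample mean at a set confidence after two filtering rounds, in either direction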;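 note: slope of fluorescence scaled to starting intensity during 10 to 20 s after thallium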
NCF1 inh: p47phox/p22phox peptide binding inhibitors, primary screen, biochemical, uHTS, NADPH oxidase regulatory subunit | Neutrophil cytosol factor 1 (Homo sapiens), P14598 | fluorescence polarization, 2 h | inhibition, % at 24.7 µM | actives 0.53% (n = 220,000) | AID 1274, 2008;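 note: 0% = p47phox with labelled peptide and 100% = labelled peptide alone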
eIF4E 4G PPI: eIF4E–eIF4G protein interaction inhibitors, primary screen, biochemical, uHTS, TR-FRET, eIF4GI fragment. Eukaryotic translation initiation factor 4E (Mus musculus) + Eukaryotic translation …. inhibition, % at 21.7 µM. TR-FRET eIF4E-eIF4GI(517-606) binding, 2 h. actives 0.37% (n = 220,000);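 note: 0% = full FRET control wells and 100% = background wells lacking eIF4GI fragment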
thrombin 1536: human alpha-thrombin inhibitors, primary screen, counter-screen for coagulation protease inhibitor project, biochemical, 1536-well, fluorogenic AMC substrate; Prothrombin (Homo sapiens), P00734; Boc-VPR-AMC fluorogenic substrate cleavage; inhibition, % at 5 µM; actives 0.26% (n = 220,000); AID 1046, 2008;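 active = inhibition at or above 40%; inactive = inhibition below 40%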;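 note: 0% = enzyme with no compound and 100% = wells without enzyme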
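Material: human alpha-thrombin enzyme / Medium: pH 7.5 Tris (50 mM) with NaCl 150 mM, Tween 20 0.05% / Compound: single-point dosing at 5 µM, 0.2% DMSO / Incubation: enzyme reaction carried out at room temperature / Detection: AMC fluorescence, 355/460 nm / Read-out basis: percent inhibition scaled between no-compound controls and no-enzyme blanks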
Rad51 HR inh: human RAD51 strand exchange inhibitors, primary screen, biochemical, fluorescence | hRad51 DNA strand exchange, fluorescence dequenching | inhibition, % at 10 µM | actives 0.085% (n = 200,000) | AID 1385, 2008;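 active = inhibition above 40% at the single screening dose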;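 note: 0% = DMSO control wells and 100% = blanks with heterologous ssDNA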
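Assay system: Human Rad51 nucleoprotein filaments preassembled on unlabelled ssDNA | Reagent: Donor/quencher-labelled 47-bp dsDNA substrate | Doses: One concentration, 10 µM final | Times: 37 °C 15-min filament assembly, 30-min compound preincubation, 15-min exchange | Technique: Fluorescein emission 520 nm, excitation 485 nm | Benchmarks: Plate control and blank wells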
EBV gp42 block: Epstein-Barr virus gp42 inhibitors, primary screen, biochemical, uHTS, fluorescence polarization; Fluorescence polarization binding assay, mP read-out; inhibition, % (tested at 21.74 µM); actives 0.42% (n = 220,000); AID 1085, 2008; in the data active = inhibition above about 50%
Target sequence (Q1HVG2 whole entry, looked up): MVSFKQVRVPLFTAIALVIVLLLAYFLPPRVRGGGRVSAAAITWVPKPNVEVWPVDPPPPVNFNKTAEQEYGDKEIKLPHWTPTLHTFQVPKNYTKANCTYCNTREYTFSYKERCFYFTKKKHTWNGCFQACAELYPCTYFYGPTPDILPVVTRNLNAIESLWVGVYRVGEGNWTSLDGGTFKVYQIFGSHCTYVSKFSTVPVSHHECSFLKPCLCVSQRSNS
KLK5 inh: human KLK5 protease inhibitors, primary screen, biochemical, 1536-well; actives 0.59% (n = 210,000); recombinant hK5, fluorogenic AMC substrate cleavage; Kallikrein-5 (Homo sapiens), Q9Y337; inhibition, % at 5 µM; AID 873, 2007;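 active = inhibition of 40% or more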;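 note: 0% = enzyme controls without compound and 100% = no-enzyme blanks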
Target sequence (Q9Y337 67-293 limits assumed): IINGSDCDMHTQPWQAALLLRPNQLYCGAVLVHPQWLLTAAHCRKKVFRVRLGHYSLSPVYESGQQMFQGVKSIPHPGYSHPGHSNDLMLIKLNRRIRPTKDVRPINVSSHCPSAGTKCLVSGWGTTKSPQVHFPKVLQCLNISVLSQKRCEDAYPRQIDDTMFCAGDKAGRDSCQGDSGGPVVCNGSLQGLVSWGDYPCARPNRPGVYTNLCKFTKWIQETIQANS
Furin inhibitor: human furin inhibitors, primary screen, biochemical, fluorescence intensity. P09958. purified furin, fluorogenic substrate cleavage. inhibition, % at 30 µM. actives 0.061% (n = 220,000). AID 463115, 2010; in the data active = inhibition above about 25%; note: inactives centre near -15
Target sequence (P09958 108-714 limits assumed): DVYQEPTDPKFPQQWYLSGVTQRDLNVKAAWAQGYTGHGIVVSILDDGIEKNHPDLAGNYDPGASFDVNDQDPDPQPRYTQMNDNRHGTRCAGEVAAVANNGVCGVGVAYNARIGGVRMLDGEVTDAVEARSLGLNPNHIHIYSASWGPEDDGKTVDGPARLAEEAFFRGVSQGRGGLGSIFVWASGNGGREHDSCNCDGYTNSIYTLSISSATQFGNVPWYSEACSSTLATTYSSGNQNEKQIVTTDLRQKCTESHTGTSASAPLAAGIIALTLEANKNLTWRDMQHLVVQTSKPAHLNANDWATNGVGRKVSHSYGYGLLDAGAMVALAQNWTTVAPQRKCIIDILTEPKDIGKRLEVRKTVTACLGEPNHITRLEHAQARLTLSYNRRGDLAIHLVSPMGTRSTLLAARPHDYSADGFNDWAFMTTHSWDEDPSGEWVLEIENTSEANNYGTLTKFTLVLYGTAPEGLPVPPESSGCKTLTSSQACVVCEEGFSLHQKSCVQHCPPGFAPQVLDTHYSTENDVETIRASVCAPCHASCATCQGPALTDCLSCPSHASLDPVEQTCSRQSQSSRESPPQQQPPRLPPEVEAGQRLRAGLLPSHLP
14-3-3 Bad inh: inhibitors of 14-3-3 zeta/Bad binding, primary screen, biochemical, TR-FRET, bovine 14-3-3 zeta | TR-FRET 14-3-3zeta/Dy647-pBad peptide displacement, 1 h | inhibition, % at 21.7 µM | actives 0.71% (n = 220,000) | AID 781, 2007;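 active = inhibition above about 70%, limit read from the data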;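 note: 0% = full 14-3-3 plus peptide FRET controls and 100% = background without 14-3-3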
Active calls of the source: *; [ ] = remark or other dose.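 Rule for the calls, unless noted: active = inhibition above about 30% (limit read from the data); inactive = the rest.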

`CSc1cc(-c2ccc(Cl)cc2)[nH]c(=O)c1C#N` gave KCC2 mod -0.07, NCF1 inh -8, eIF4E 4G PPI -3, thrombin 1536 2, Rad51 HR inh -7, EBV gp42 block 16, KLK5 inh -2, Furin inhibitor -27 and 14-3-3 Bad inh 2.
Screening CCC(=O)N(Cc1ccco1)C1CC(=O)N(c2ccccc2)C1=O (stereo not drawn) returned KCC2 mod -0.21, NCF1 inh 0, eIF4E 4G PPI 20, thrombin 1536 -1, Rad51 HR inh 23, EBV gp42 block -18, KLK5 inh -16, Furin inhibitor -23 and 14-3-3 Bad inh -7.
CC1CCCCN1C(=O)C(Cc1ccccc1)N1C(=O)C2CCCCC2C1=O (stereo not drawn) was read as KCC2 mod -0.069, NCF1 inh -11, eIF4E 4G PPI -2, thrombin 1536 3, Rad51 HR inh 0, EBV gp42 block 0, KLK5 inh -12, Furin inhibitor -10 and 14-3-3 Bad inh -6[fluorescence artefact?].
For CCCCc1cc2c(cn1)=C(OC(=O)c1cnc3ccccc3n1)C(C)(OC(=O)CC)C(=O)C=2 (stereo not drawn) the results were KCC2 mod 1.6, NCF1 inh -16, eIF4E 4G PPI -9, thrombin 1536 -4, Rad51 HR inh -5, EBV gp42 block -7, KLK5 inh 0, Furin inhibitor -14 and 14-3-3 Bad inh -5.
COc1cc2ccccc2cc1C(=O)N1CCN(C)CC1 was read as NCF1 inh 4, eIF4E 4G PPI -5, thrombin 1536 -3, Rad51 HR inh 4, EBV gp42 block -4, KLK5 inh -24, Furin inhibitor -1 and 14-3-3 Bad inh -1[fluorescence artefact?].
Screening CCCOC1OC(=O)c2c1ccc(OC)c2OC (stereo not drawn) returned KCC2 mod -0.0095, NCF1 inh -2, eIF4E 4G PPI 3, thrombin 1536 -11, Rad51 HR inh 3, EBV gp42 block -17, KLK5 inh 4, Furin inhibitor -15 and 14-3-3 Bad inh 7.
Screening NC(=O)[C@@H]1CCCNc2c(F)cc([N+](=O)[O-])cc2C(=O)N[C@@H](CO)C(=O)N[C@@H](Cc2ccc(O)cc2)C(=O)N1 returned KCC2 mod -0.069, NCF1 inh -6, eIF4E 4G PPI 3, thrombin 1536 -2, Rad51 HR inh 7, EBV gp42 block 3, KLK5 inh -5, Furin inhibitor -12 and 14-3-3 Bad inh -1.
Screening Cc1ccc2c(c1)COc1c3ccc(C(=O)N4CCOCC4)cc3nn1-2 returned KCC2 mod -0.6, NCF1 inh 0, eIF4E 4G PPI 3, thrombin 1536 1, Rad51 HR inh -2, EBV gp42 block -4, KLK5 inh 0, Furin inhibitor -11 and 14-3-3 Bad inh -1.
For CCOc1ccc(N2C(=O)c3cccnc3C2Nc2ccc(Cl)cc2)cc1 (stereo not drawn) the results were NCF1 inh -22, eIF4E 4G PPI -11, thrombin 1536 -6, Rad51 HR inh 7, EBV gp42 block -10, KLK5 inh 0, Furin inhibitor -20 and 14-3-3 Bad inh 15.
Screening Cc1nn2c(N3CCN(C)CC3)c3c(nc2c1-c1ccccc1)CCCC3 returned KCC2 mod 0.36, NCF1 inh -10, eIF4E 4G PPI 6, thrombin 1536 -9, Rad51 HR inh 16, EBV gp42 block 5, KLK5 inh -6, Furin inhibitor -13 and 14-3-3 Bad inh -11.
Screening CC(=O)c1cccc(NC(=S)NC(=O)Cc2ccccc2)c1 returned KCC2 mod 6.2*, NCF1 inh -9, eIF4E 4G PPI 3, thrombin 1536 1, Rad51 HR inh 9, EBV gp42 block -16, KLK5 inh -28, Furin inhibitor -14 and 14-3-3 Bad inh -10.
Screening O=C1N/C(=C/c2ccsc2)C(=O)N1c1ccccc1 returned KCC2 mod 0.092, NCF1 inh -4, eIF4E 4G PPI 4, thrombin 1536 1, EBV gp42 block -25, KLK5 inh 0, Furin inhibitor -25 and 14-3-3 Bad inh -7.
`Cc1ccccc1Cn1nnc(-c2ccc3c(c2)OCO3)n1` gave KCC2 mod 0.052, NCF1 inh -9, eIF4E 4G PPI 1, thrombin 1536 -2, Rad51 HR inh -4, EBV gp42 block 3, KLK5 inh -5, Furin inhibitor -19[20 µM] and 14-3-3 Bad inh 1.
`Cc1ccc2c(c1)C(O)(c1c(C)[nH]c3ccccc13)C(=O)N2` (stereo not drawn) gave NCF1 inh -12, eIF4E 4G PPI -2, thrombin 1536 4, Rad51 HR inh -4, EBV gp42 block 4, KLK5 inh 37, Furin inhibitor -15[20 µM] and 14-3-3 Bad inh -5.
For O=C(CN1C(=O)CSC1=O)Nc1ccc(F)c(F)c1F the results were KCC2 mod 0.91, NCF1 inh -11, eIF4E 4G PPI 2[fluorescence artefact?], thrombin 1536 -2, Rad51 HR inh 4, EBV gp42 block -29, KLK5 inh -5, Furin inhibitor -20 and 14-3-3 Bad inh -8[fluorescence artefact?].
CCC[C@@H]1C[C@@]1(CCC)[C@@H](NP(=O)(c1ccccc1)c1ccccc1)c1ccc(C(=O)OC)cc1 was read as KCC2 mod -1.2, NCF1 inh -9, eIF4E 4G PPI 2, thrombin 1536 0, Rad51 HR inh 3, EBV gp42 block 15, KLK5 inh -3, Furin inhibitor -7 and 14-3-3 Bad inh 10.
`CSc1ccc(C2c3[nH]c4ccccc4c3CCN2C(=O)c2ccnn2C)cc1` (stereo not drawn) gave NCF1 inh -4, eIF4E 4G PPI 0, thrombin 1536 -13, Rad51 HR inh -12, EBV gp42 block 3, KLK5 inh 2, Furin inhibitor -3 and 14-3-3 Bad inh 4.
Cc1ccc(CN2CCN(Cc3cccc(-n4cccn4)c3)CC2CCO)cc1 (stereo not drawn) was read as KCC2 mod -0.033, NCF1 inh -1, eIF4E 4G PPI 1, thrombin 1536 0, EBV gp42 block -10, Furin inhibitor -9 and 14-3-3 Bad inh -2.
Screening O=c1[nH]c(Nc2nc3ccccc3o2)nc2c1CCCC2 returned KCC2 mod 1.2, NCF1 inh 1, eIF4E 4G PPI 0, thrombin 1536 -2, Rad51 HR inh -3, EBV gp42 block -5, KLK5 inh -306, Furin inhibitor -24 and 14-3-3 Bad inh 1.
`O=C(COC(=O)CNC(=O)c1ccc(Cl)cc1)Nc1ccc(Cl)cc1C(F)(F)F` gave KCC2 mod -0.89, NCF1 inh -7, eIF4E 4G PPI -3[fluorescence artefact?], thrombin 1536 -5, Rad51 HR inh 0, EBV gp42 block -8, KLK5 inh -8, Furin inhibitor -22 and 14-3-3 Bad inh -1.

3 entries from above, ordered by SMILES length, falling:
Screening NC(=O)[C@@H]1CCCNc2c(F)cc([N+](=O)[O-])cc2C(=O)N[C@@H](CO)C(=O)N[C@@H](Cc2ccc(O)cc2)C(=O)N1 returned KCC2 mod -0.069, NCF1 inh -6, eIF4E 4G PPI 3, thrombin 1536 -2, Rad51 HR inh 7, EBV gp42 block 3, KLK5 inh -5, Furin inhibitor -12 and 14-3-3 Bad inh -1.
For CCCCc1cc2c(cn1)=C(OC(=O)c1cnc3ccccc3n1)C(C)(OC(=O)CC)C(=O)C=2 (stereo not drawn) the results were KCC2 mod 1.6, NCF1 inh -16, eIF4E 4G PPI -9, thrombin 1536 -4, Rad51 HR inh -5, EBV gp42 block -7, KLK5 inh 0, Furin inhibitor -14 and 14-3-3 Bad inh -5.
Screening O=c1[nH]c(Nc2nc3ccccc3o2)nc2c1CCCC2 returned KCC2 mod 1.2, NCF1 inh 1, eIF4E 4G PPI 0, thrombin 1536 -2, Rad51 HR inh -3, EBV gp42 block -5, KLK5 inh -306, Furin inhibitor -24 and 14-3-3 Bad inh 1.

Structural class, the entries above with an aryl methoxy group.
COc1cc2ccccc2cc1C(=O)N1CCN(C)CC1 was read as NCF1 inh 4, eIF4E 4G PPI -5, thrombin 1536 -3, Rad51 HR inh 4, EBV gp42 block -4, KLK5 inh -24, Furin inhibitor -1 and 14-3-3 Bad inh -1[fluorescence artefact?].
Screening CCCOC1OC(=O)c2c1ccc(OC)c2OC (stereo not drawn) returned KCC2 mod -0.0095, NCF1 inh -2, eIF4E 4G PPI 3, thrombin 1536 -11, Rad51 HR inh 3, EBV gp42 block -17, KLK5 inh 4, Furin inhibitor -15 and 14-3-3 Bad inh 7.

(listing goes on)
Screening NC(=O)Cc1ccc(Nc2nnc(-c3ccc(O)cc3)c3ccccc23)cc1 returned KCC2 mod 0.8, NCF1 inh -17, eIF4E 4G PPI 2, thrombin 1536 0, Rad51 HR inh -6, EBV gp42 block -13, KLK5 inh -5, Furin inhibitor -1 and 14-3-3 Bad inh 6.
For Cc1ccc(-n2ncc3c(NNC(=O)Cc4ccccc4)ncnc32)cc1 the results were KCC2 mod -0.68, NCF1 inh 8, eIF4E 4G PPI 1, thrombin 1536 -4, Rad51 HR inh 7, EBV gp42 block 2, KLK5 inh 4, Furin inhibitor -25 and 14-3-3 Bad inh -6.
`O=C1CC(c2cccs2)c2cc3c(cc2N1)OCO3` (stereo not drawn) gave KCC2 mod -0.11, NCF1 inh -6, eIF4E 4G PPI -2, thrombin 1536 0, Rad51 HR inh -4, EBV gp42 block 2, KLK5 inh 46*, Furin inhibitor -21 and 14-3-3 Bad inh 0.
Screening Cc1cccc(C)c1NC(=O)CCS(=O)(=O)c1cccc2nsnc12 returned KCC2 mod 0.24, NCF1 inh -27, eIF4E 4G PPI 13, thrombin 1536 -10, Rad51 HR inh -8, EBV gp42 block -10, KLK5 inh -11, Furin inhibitor -12[20 µM] and 14-3-3 Bad inh -26.
For CCn1cc(C(=O)N2CCN(c3ccc([N+](=O)[O-])cc3)CC2)c(=O)c2ccc(C)nc21 the results were KCC2 mod -1.8, NCF1 inh -1, eIF4E 4G PPI 4, thrombin 1536 -7, Rad51 HR inh -13, EBV gp42 block -7, KLK5 inh 3, Furin inhibitor -8 and 14-3-3 Bad inh -11.
For CCS(=O)(=O)Nc1cccc(C(=O)CC2(O)C(=O)Nc3ccccc32)c1 (stereo not drawn) the results were KCC2 mod 1.5, NCF1 inh -4, eIF4E 4G PPI -2, thrombin 1536 4, Rad51 HR inh 1, EBV gp42 block -9, KLK5 inh -24, Furin inhibitor -16 and 14-3-3 Bad inh -16[fluorescence artefact?].
Screening CC(C)Oc1ccc(C(CC(=O)O)NC(=O)c2cccs2)cc1 (stereo not drawn) returned KCC2 mod -1.2, NCF1 inh -7, eIF4E 4G PPI 4, thrombin 1536 -11, Rad51 HR inh -2, EBV gp42 block -4, KLK5 inh -17, Furin inhibitor -13[20 µM] and 14-3-3 Bad inh -2.

Not a hit list; any-hit rate near 4.7%.
